Screening results (PubChem)
aDG glyco act = alpha-DG glycosylation activation. Pro5-aDG cells, alpha-DG glycosylation AlphaScreen (IIH6); 0% Pro5, 100% B10-LARGE cell signal. activation, % at 10 µM. hit rate 0.22% among 360,000. AID 624168;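 active = activation of at least 8% versus controls, or a plate z-score of at least 8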;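 note: Pro5 are CHO cells carrying HIG-tagged alpha-DG that lacks glycosylation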
HTR2A ag = activates the mouse 5-HT2A serotonin receptor; P35363; CHO-K1 mHTR2A beta-arrestin complementation, luminescence; percent of 30 µM serotonin response; activation, % at 7.6 µM; hit rate 0.66% among 360,000;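 active = activation above a run cutoff, the mean activation of all tested compounds plus 3 SD, cut at about 14% in these data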;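 note: 0% = plate median of compound wells and 100% = 30 µM serotonin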
Target sequence (P35363 whole entry, looked up): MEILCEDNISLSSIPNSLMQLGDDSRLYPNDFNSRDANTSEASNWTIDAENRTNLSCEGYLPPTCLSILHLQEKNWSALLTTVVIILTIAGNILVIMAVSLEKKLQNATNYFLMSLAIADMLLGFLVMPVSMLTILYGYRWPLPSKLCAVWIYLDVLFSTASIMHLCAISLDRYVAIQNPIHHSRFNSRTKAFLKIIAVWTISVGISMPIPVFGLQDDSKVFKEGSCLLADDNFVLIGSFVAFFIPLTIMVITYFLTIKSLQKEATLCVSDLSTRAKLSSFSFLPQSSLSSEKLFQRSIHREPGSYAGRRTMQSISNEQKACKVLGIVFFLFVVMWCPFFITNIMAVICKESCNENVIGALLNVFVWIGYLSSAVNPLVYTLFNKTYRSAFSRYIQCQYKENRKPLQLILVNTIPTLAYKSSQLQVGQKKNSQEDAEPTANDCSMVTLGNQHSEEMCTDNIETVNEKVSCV
Glyco luc inh = blocks N-linked glycosylation in D54 reporter cells; D54 ERlucT glycosylation luciferase reporter, 24 h; percent of 100 nM tunicamycin response; reporter increase, % at 12.5 µM; hit rate 0.23% among 360,000; AID 588692;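 active = mean luciferase reporter signal, scaled so untreated is 0 and the glycosylation-blocking control 100, at or above a set limit in every replicate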;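 note: luciferase carries N-glycosylation sites so blocking glycosylation raises the light; 0% = median of neutral control wells and 100% = median of 100 nM tunicamycin wells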
ABCB6 inh 2 = blocks the human ABCB6 transporter; Q9NP58; K562-ABCB6 porphyrin accumulation, flow cytometry, 1 h; stronger effect = lower value; fluorescence ratio to DMSO, % at 10 µM; hit rate 0.19% among 360,000;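 active = fluorescence ratio to DMSO below 75%, the collection mean minus 3 SD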;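 note: signal is porphyrin accumulated inside mitochondria; 100% equals median channel fluorescence of DMSO control wells; lower ratio means ABCB6 inhibition with less porphyrin fluorescence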
H9c2 protect = myocardial damage modulation in H9c2 cells; H9c2 cardiomyocytes, H2O2 injury protection, ATPLite, 2 h; protection from H2O2 cell death, % at 20 µM; hit rate 0.63% among 360,000; AID 588492;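 active = compounds giving at least 50% protection of heart cells from peroxide-induced death in the single-dose screen, raw or plate-pattern-corrected value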;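 note: 0% = DMSO wells with peroxide and 100% = DMSO wells without peroxide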
MC4R antag cAMP = blocks human MC4R cAMP signaling; MC4R-expressing cells, MTII-stimulated cAMP, LANCE TR-FRET; inhibition, % at 6.5 µM; hit rate 0.48% among 360,000; AID 540295;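 active = inhibition above its plate's cutoff, the mean of tested wells on that plate plus 3 SD, cut at about 29% in these data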;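 note: 0% = Melanotan II alone and 100% = Melanotan II plus saturating MCL0020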
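Test system: U2OS cells stably expressing human melanocortin 4 receptor (MC4R); also added: Melanotan II challenge; compound: 6.5 µM single dose; timing: 30-min compound preincubation, 1-h Melanotan II challenge, 1-h detection, room temperature; signal: Eu-cAMP/anti-cAMP TR-FRET, emission 671 nm; repeats: one well per compound, no replicates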
Vif inh = HIV Vif inhibition; hit rate 0.35% among 340,000; HEK293T cells, Vif self-association by quenched fluorescence, imaging, 24 h; inhibition, % at 7.49 µM; in the data active = inhibition above about 50%, passing the limit was not always enough; note: some results filed as inactive read as strong as hits
PDI inh = blocks human protein disulfide isomerase activity; inhibition, % at 10 µM; hit rate 0.052% among 350,000; PDI insulin aggregation turbidity, A650, 90 min; P07237;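 active = mean inhibition across replicates of 30% or more, whatever share of single replicates reach that level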;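 note: absorbance from insulin aggregation driven by PDI reduction with DTT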
Target sequence (P07237 whole entry, looked up): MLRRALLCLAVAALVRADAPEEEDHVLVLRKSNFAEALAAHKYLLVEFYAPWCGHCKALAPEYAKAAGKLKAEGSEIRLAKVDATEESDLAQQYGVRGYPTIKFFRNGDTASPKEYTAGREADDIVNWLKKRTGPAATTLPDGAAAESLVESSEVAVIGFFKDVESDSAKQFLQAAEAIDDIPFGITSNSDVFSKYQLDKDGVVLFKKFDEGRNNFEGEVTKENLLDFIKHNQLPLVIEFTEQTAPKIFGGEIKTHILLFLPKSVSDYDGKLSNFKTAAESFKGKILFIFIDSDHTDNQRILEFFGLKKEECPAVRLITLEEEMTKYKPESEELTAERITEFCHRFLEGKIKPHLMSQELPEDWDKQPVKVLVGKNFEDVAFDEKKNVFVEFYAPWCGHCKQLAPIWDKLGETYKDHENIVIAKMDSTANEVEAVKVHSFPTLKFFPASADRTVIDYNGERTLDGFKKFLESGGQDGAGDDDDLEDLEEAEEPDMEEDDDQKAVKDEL
CaV13 ICDI inh = Primary screen for inhibitors of IQ motif and Ca2+-dependent inactivation inhibitor domain binding in CACNA1D, Förster resonance energy transfer in living cells, …; inhibition, % at 12.3 µM; HEK cells, CFP/YFP FRET ICDI-IQ, plate reader, 10 min; percent FRET-ratio fall versus neutral wells; AID 743397; hit rate 0.098% among 340,000;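 active = mean replicate inhibition of at least 30% and at least 1% of replicates passing that level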;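 note: 0% = median of the neutral control wells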
MC4R barr agon = human MC4R agonism via beta-arrestin; P32245; activation, % at 8.9 µM; hit rate 0.98% among 360,000; U2OS MC4R beta-arrestin complementation, luminescence; percent of melanotan II response, DMSO zero;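 active = activation above a per-plate cutoff, the mean activation of sample wells on that plate plus 3 SD, cut at about 8% in these data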
* = called active by the depositor; nt = not tested or not shown.

SMILES,aDG glyco act,HTR2A ag,Glyco luc inh,ABCB6 inh 2,H9c2 protect,MC4R antag cAMP,Vif inh,PDI inh,CaV13 ICDI inh,MC4R barr agon
COC(=O)c1cc(NS(=O)(=O)c2ccc3c(c2)c(=O)n(C)c(=O)n3C)cc(C(=O)OC)c1,-0.3,-3,-2,97,4,4,9,-12,-3,-0.4
CCOc1ccc(N/C=C/C(=O)c2ccc3ccccc3c2)c([N+](=O)[O-])c1,-0.3,3,0,102,-6,1,-2,-2,nt,-0.6
CC(CO)(CO)NCc1ccc(-c2ccccc2)cc1,0.3,2,-2,101,8,6,1,5,-7,-1.6
Cn1c(CN2CCOCC2)nnc1SCC(=O)NC1CCCCC1,0.0,-1,0,98,-1,4,4,5,-4,-1.5
COc1ccc(-c2ccc3c(c2)C2CC3CCN2C(=O)OCc2ccccc2)cc1 (stereo not drawn),0.3,2,3,101,-26,11,nt,8,-3,-0.2
CC(C)(C)c1ccc(S(=O)(=O)NC(=O)C2(C)CCN2C(=O)C2(c3ccccc3)CC2)cc1 (stereo not drawn),0.2,18*,1,95,4,10,-2,2,-6,-0.4
COc1ccc2nc(NC(=O)CSc3nc4cccnc4n3C)sc2c1,1.5,0,-3,93,-16,7,24,2,-4,17*
Cc1ccc(NC(=O)c2cccc(N3C(=O)C4C5C=CC(C5)C4C3=O)c2)cc1C (stereo not drawn),0.3,-1,1,96,-7,12,nt,6,-4,-0.5
O=C(Nc1nc(OCC(F)(F)F)cnc1/C=C\c1ccccc1)c1ccsc1,-0.1,14,-2,94,-5,-4,23,-2,-7,6.8
CC(Cc1n[nH]c(=S)o1)c1ccccc1 (stereo not drawn),-0.1,0,2,97,5,10,2,-1,3,-1.2
Cc1cc2cc(CNS(=O)(=O)c3ccc4ccccc4c3)ccc2n1C,-0.3,-6,-1,121,-2,-2,-8,nt,-10,-0.6
COc1ccc(/C=N/NC(=O)c2cc3c(ccc4ccccc43)o2)cc1OC,0.1,-9,2,94,35,-1,1,-6,nt,0.3
CCOC(=O)c1c(NC(=S)SC)sc(C(=O)N2CCc3ccccc3C2)c1C,0.0,-7,0,99,-14,11,5,-8,-13,-0.4
CC(C)Oc1nc(-c2ccccc2O)nc2ccccc12,-0.2,1,-2,105,-6,-6,-4,4,-8,-1.2
CCOc1ccc2c(c1)C(c1cccs1)=NNC(c1cccnc1)=N2,1.5,0,-3,96,9,7,-72,0,-9,-2.4
O=C(CSCc1nc2ccccc2[nH]1)N1CCN(c2cccc(Cl)c2)CC1,0.1,1,0,92,-8,9,-16,7,-3,-0.6
Cc1nc(C)c(-c2csc(Nc3ncccc3C)n2)s1,0.1,2,-4,92,-2,2,-15,8,-3,-2.7
CCN(CC)c1ccc(NC(=O)C2=CCN(S(=O)(=O)c3ccc(F)cc3)CC2)c(C)c1,0.2,17*,-2,102,-3,3,0,0,22,-1.8
O=C(CCC(=O)c1ccc(F)cc1)NC1CCCN(Cc2ccccc2F)C1 (stereo not drawn),-0.1,-4,0,103,0,5,-8,8,-4,-2.0
C=CCn1cc(C(=O)NCCOC)c(=O)c2cc(S(=O)(=O)N3CCCCCC3)ccc21,-0.5,4,-2,104,1,27,-3,-3,-2,-1.2
COc1cccc(C(C(=O)NC(C)(C)C)N(Cc2ccc(C)cc2)C(=O)CCC(=O)Nc2cc(C)on2)c1OC (stereo not drawn),0.1,-1,-2,97,11,1,-7,-1,-3,0.1
O=C(COC(=O)c1cc(Cl)ccc1[N+](=O)[O-])NC1CC1,0.0,6,-1,90,-2,7,56*,0,-3,-1.3
CC(=O)c1ccc(NC(=O)CCNC(=O)c2ccccc2Cl)cc1,-0.1,-4,4,96,6,1,2,14,-3,-2.0
Nc1ncc(Br)cc1S(=O)(=O)NCCC(=O)N1CCN(c2ncccn2)CC1,0.0,6,-2,95,0,6,-1,4,nt,0.1
CCCc1nc2c(s1)CCc1onc(-c3ccc(Cl)cc3)c1-2,-0.2,0,1,94,-2,3,8,0,-10,0.2
Cc1ccc(-c2c[n+](Cc3ccc(Cl)c(Cl)c3)c3n2CCC3)cc1,-0.1,1,7,94,-13,-4,-1,8,-6,-1.4
Nc1ccc(C(=O)Nc2ccco2)cc1,-0.3,2,0,103,0,2,-9,-1,-5,3.0
O=C(NCCS(=O)(=O)NCC1CCCO1)c1ccccc1 (stereo not drawn),5.2*,7,2,98,2,5,-8,1,-6,3.9
CC(C)(C)n1nnnc1C(CCc1ccccc1)N1CCN(C/C=C/c2ccccc2)CC1 (stereo not drawn),0.3,-7,-5,102,-12,nt,-2,nt,-7,nt
Cc1no[n+]([O-])c1COc1ccc(/C=N/n2nnnc2N)cc1,0.1,-1,0,91,0,10,3,7,-5,-1.8
N#CCCN(CCC#N)c1nncs1,0.0,2,0,97,5,1,-15,1,nt,1.5
Cc1ccc(C(C(=O)NC2CCCCC2)N2CCOCC2)cc1 (stereo not drawn),0.0,7,1,97,4,10,18,1,nt,-1.3
CCCCCCCCCCCNC(=O)c1ccoc1C,0.4,-2,nt,104,-10,1,nt,1,-5,-0.7
CCCOc1ccc(/C=N/n2nnnc2N)cc1OC,0.0,2,3,103,-2,4,-2,-2,-1,-1.2
O=[N+]([O-])c1cccc(S(=O)(=O)Nc2nc3ccccc3nc2Nc2cccc(S(=O)(=O)N3CCCCC3)c2)c1,-0.4,6,-10,107,-29,14,-2,-6,-5,0.9
OC(c1ccccc1)(c1nc(-c2ccc(Cl)cc2)cs1)C(F)(F)F (stereo not drawn),0.2,10,2,95,-8,2,-6,8,-5,1.1
CC(=O)NN1C(=O)/C(=C\c2ccc(Br)o2)SC1=S,0.2,1,-3,125,11,-1,-3,4,-3,-2.0
O=C(CSc1n[nH]c(=O)[nH]c1=O)Nc1ccc2c(c1)C(=O)c1ccccc1C2=O,0.1,0,3,99,-2,8,5,-1,-4,-1.0
N=C1/C(=C\c2ccc(-c3ccc(C(=O)O)cc3)o2)C(=O)N=C2SC=C(c3ccccc3)N12,-0.1,-3,-2,103,39,2,-7,3,-3,-4.1
COc1ccccc1-c1nnc(C2CCN(S(=O)(=O)c3ccc([N+](=O)[O-])cc3)CC2)o1,0.4,-1,2,91,0,0,0,4,-18,-3.2
Cc1c(NC(=O)c2cnn3c(C(F)(F)F)cc(-c4ccco4)nc23)c(=O)n(-c2ccccc2)n1C,-0.3,-2,-2,96,42,-1,7,-4,-1,-1.9
COc1ccc(C2(C(=O)N3CCOCC3)CCCC2)cc1,-0.1,3,-2,105,-3,15,-4,5,nt,-0.3
Cn1c(=O)c2c(ncn2CC(=O)O)n(C)c1=O,-0.1,-1,0,98,11,16,-3,-2,-5,-0.6
CCCC(=O)C1=C(N2CCCCC2)CC(C)(C)C(C(=O)OC)C1=O (stereo not drawn),-0.1,0,1,101,-1,5,0,0,6,-1.3
Cc1onc(-c2ccccc2)c1C(=O)N(C)CCc1ccccn1,0.4,-4,1,98,5,6,-4,2,-2,-0.9
COc1cccc(NC(=O)CN2C(=O)NC3(CCCC3)C2=O)c1,-0.1,-1,3,101,-1,13,4,3,-2,-0.1
O=C1NC(c2ccccc2)(C(F)(F)F)C(=O)N1Cc1cccnc1 (stereo not drawn),0.2,1,1,98,-1,2,9,-1,-1,-0.2
CCOc1ccc(/C(O)=C2/C(=O)C(=O)N(CCOCCO)C2c2ccc(F)cc2)cc1 (stereo not drawn),0.0,-1,5,98,-4,9,5,2,nt,-2.8
CC(=O)C1=C(O)CCC1=N,0.0,3,-1,102,4,3,-2,-5,-6,-1.6
COc1ccc(CN2CCCC(CO)(Cc3cccc(Cl)c3)C2)cc1OC (stereo not drawn),0.1,-4,-2,102,0,-1,13,8,-5,-1.2
O=C1Nc2ccccc2C1=Nc1cccc(Cl)c1,0.6,0,4,102,-2,-6,5,2,-21,1.0
Cn1cc(Br)c(C(=O)NNC(=O)c2ccc(Cl)cc2)n1,-0.1,0,1,99,7,10,-8,17,-1,-1.0
CCN(CC)C(=O)C1CCN(S(=O)(=O)c2cccc3nonc23)CC1,-0.1,4,1,102,1,2,-4,5,-5,1.7
Fc1ccccc1COc1ccccc1CNCc1ccncc1,0.3,-7,1,104,-2,0,-2,4,-6,-1.5
O=S(=O)(c1cccc2nsnc12)N1CCNCC1,-0.1,6,1,104,0,5,-7,5,-4,-2.1
COc1ccc(C(=O)NNC(=O)c2ccc(S(=O)(=O)N3CCCCC3)cc2)cc1,0.1,4,0,104,0,0,13,0,nt,2.1
CCNc1nc(NC(C)C)nc(Nn2cnnc2)n1,0.0,0,1,103,4,1,nt,10,-9,2.5
COc1ccc(Cn2nc(C)cc2C)cc1OC,0.0,-4,1,101,0,-5,-2,0,-5,-2.2
C[C@@H]1CN([C@@H](C)CO)C(=O)CCCn2nncc2CO[C@H]1CN(C)S(=O)(=O)c1ccc(C#N)cc1,0.5,-2,2,102,-8,0,1,-9,-4,-3.5
CCOCc1nnc(NC(=O)C2CC(=O)N(CCc3ccc(F)cc3)C2)s1 (stereo not drawn),0.1,3,1,99,-1,-2,10,4,-3,-2.3

Continuation.
SMILES,aDG glyco act,HTR2A ag,Glyco luc inh,ABCB6 inh 2,H9c2 protect,MC4R antag cAMP,Vif inh,PDI inh,CaV13 ICDI inh,MC4R barr agon
CCN(CC)c1ccc(NC(=O)c2c(OC)cccc2OC)c(C)c1,-0.1,9,1,95,-1,20,7,0,-4,1.3
O=C(CSc1nnc(CNC(=O)c2ccco2)o1)Nc1ccccc1F,-0.7,7,3,104,8,4,9,0,-3,-0.6
CC(NCCc1ccc(S(N)(=O)=O)cc1)C(=O)NCCc1ccc(F)cc1 (stereo not drawn),0.2,-6,-1,104,0,1,-10,-1,-5,-1.7
CCn1c(C(=O)O)c(CC(=O)NC2CCCCCC2)c2ccccc21,0.3,-3,-4,102,-3,4,nt,3,2,-2.2
COc1ccc(/C=C2\CCc3ccccc3C2=O)cc1Cn1nc(C)cc1C,0.9,0,-2,89,-14,7,-24,1,-6,0.6
CNC(=S)Nc1cccc([N+](=O)[O-])c1,0.0,-1,1,101,3,21,-14,8,-4,-1.6
CN(c1ccccc1)S(=O)(=O)c1ccc(C(=O)NCCc2ccc(F)cc2)cc1,0.0,-5,-2,95,-4,1,-12,17,-4,1.5
Cn1c(=O)[nH]c(NC2CCCCC2)c([N+](=O)[O-])c1=O,-0.3,3,-1,103,-2,5,2,12,-4,-1.2
O=C(NCCc1ccco1)C(=O)NCC1OCCCN1S(=O)(=O)c1cc(F)ccc1F (stereo not drawn),-0.1,-2,-1,95,4,8,1,4,-7,-3.6
